NALP3 yeast inh: NALP3 inflammasome inhibitors in reconstituted yeast, primary screen, luminescence, uHTS | Yeast reconstituted NLRP3/ASC/caspase-1, beta-gal luminescence, 24 h | inhibition, % at 10 µM | 0.39% of 330,000 active;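 active = inhibition of 50% or more; inactive = inhibition below 50%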;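 note: plate controls were induced DMSO wells for no effect and uninduced yeast grown without galactose for full effect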
mIAP activ: activators of mouse IAP, primary screen, biochemical, luminescence, uHTS; intestinal alkaline phosphatase [Mus musculus]; muIAP, CDP-Star luminescence, 30 min; stronger effect = higher value; 1 = vehicle-only enzyme signal, 0 = enzyme-free wells; activation factor at 10 µM; 0.24% of 330,000 active; AID 2805, 2010;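 active = activation factor of at least 2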; note: the source names both 10 and 20 µM as test concentration; values of inactives mirror those of a sister screen read the other way
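also added = chemiluminescent substrate CDP-Star | test system = mouse IAP enzyme | signal = chemiluminescence readout | compound = DMSO-dissolved test compounds | incubation = 30 min at room temperature | benchmarks = DMSO wells, no-enzyme wells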
mIAP block: inhibitors of mouse IAP, primary screen, biochemical, luminescence, uHTS | 0.2% of 330,000 active | purified mouse IAP, CDP-Star luminescence, 30 min | AID 2806, 2010 | intestinal alkaline phosphatase [Mus musculus] | inhibition, % at 10 µM;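 active = inhibition of at least 40% at 10 µM in the primary screen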;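 note: plate controls were DMSO with enzyme for no effect and no enzyme wells for full effect; values of inactives mirror those of a sister screen read the other way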
SENP1 FRET inh: human SENP1 catalytic domain inhibitors, primary screen, biochemical, FRET, uHTS | inhibition, % at 10 µM | recombinant SENP1 catalytic domain, CyPet-SUMO1-YPet FRET cleavage | 0.21% of 360,000 active;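 active = inhibition at least 30% at 10 µM, raw YFP signal under a set limit, fluorescence ratio 0.5 to 1.5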;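 note: 0% = enzyme with DMSO and 100% = no enzyme wells; some results filed as inactive read as strong as hits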
Target sequence (Q9P0U3 419-644 limits assumed): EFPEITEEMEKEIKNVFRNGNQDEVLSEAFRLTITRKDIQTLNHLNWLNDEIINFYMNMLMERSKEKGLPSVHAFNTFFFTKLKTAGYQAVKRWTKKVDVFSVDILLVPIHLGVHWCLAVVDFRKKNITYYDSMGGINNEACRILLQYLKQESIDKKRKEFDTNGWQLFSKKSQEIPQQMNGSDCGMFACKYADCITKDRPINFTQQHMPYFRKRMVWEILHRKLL
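Material: hSENP1 catalytic domain, recombinant; medium: Tris pH 8 with BME, BSA, NP40 and catalase; compound: single concentration of 10 µM compound, 0.5% DMSO final; technique: FRET read of cyan and yellow fluorescence; timing: 50 min enzyme reaction, room temperature, light-protected; reagent: SFCypet-SUMO1-SFYpet substrate at 25 nM; control set: no-enzyme low, enzyme-DMSO high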
A3G deaminase: APOBEC3G DNA deaminase inhibitors, primary screen, biochemical, fluorescence, single-stranded DNA substrate, uHTS; DNA dC->dU-editing enzyme APOBEC-3G (Homo sapiens), Q9HC16; recombinant A3G, ssDNA deamination FAM/TAMRA fluorescence; inhibition, % at 20 µM; 0.28% of 330,000 active; AID 493012, 2011;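 active = inhibition of at least 40% at 20 µM, with no more than 30% in the related APOBEC3A deaminase screen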;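 note: plate controls were DMSO wells with A3G for no effect and wells lacking A3G enzyme for full effect; some compounds called inactive have numbers as strong as hits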
beta cell repl: inducers of MIN6 beta-cell proliferation, primary screen, ATP luminescence, uHTS; MIN6 cells proliferation, ATPlite luminescence, 48 h; cells starved in 0.2% serum; 100% = growth in 10% serum; AID 2380, 2010; 0.29% of 330,000 active; proliferation, % at 10 µM;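 active = compounds whose signal lies at least 3.5 SD above the mean of all wells on their plate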;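 note: 0% = DMSO-treated cells in low-serum medium and 100% = 10% serum control; some compounds called inactive have numbers as strong as hits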
APOBEC3A inh: APOBEC3A ssDNA deaminase inhibitors, primary screen, selectivity assay for APOBEC3G inhibitor project, biochemical, FAM/TAMRA oligo cleavage fluorescence; recombinant A3A, FAM/TAMRA ssDNA deamination fluorescence; inhibition, % at 20 µM; 0.41% of 330,000 active; AID 493011, 2011;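 active = at least 40% inhibition at 20 µM here, with at most 30% in a related deaminase screen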;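 note: plate controls were A3A with DMSO for no effect and wells lacking A3A enzyme for full effect; some results filed as inactive read as strong as hits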
hIAP inh: human IAP inhibitors, primary screen, biochemical, luminescence, uHTS. purified IAP, CDP-Star luminescence, 30 min. inhibition, % at 10 µM. 0.12% of 330,000 active. AID 2544, 2010;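 active = inhibition reaching a set limit with compound at 10 µM in the primary screen, cut at about 35% in these data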;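 note: plate controls were DMSO wells with enzyme for no effect and no-enzyme buffer wells for full effect; values of inactives mirror those of a sister screen read the other way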
Target sequence (P09923 whole entry, looked up): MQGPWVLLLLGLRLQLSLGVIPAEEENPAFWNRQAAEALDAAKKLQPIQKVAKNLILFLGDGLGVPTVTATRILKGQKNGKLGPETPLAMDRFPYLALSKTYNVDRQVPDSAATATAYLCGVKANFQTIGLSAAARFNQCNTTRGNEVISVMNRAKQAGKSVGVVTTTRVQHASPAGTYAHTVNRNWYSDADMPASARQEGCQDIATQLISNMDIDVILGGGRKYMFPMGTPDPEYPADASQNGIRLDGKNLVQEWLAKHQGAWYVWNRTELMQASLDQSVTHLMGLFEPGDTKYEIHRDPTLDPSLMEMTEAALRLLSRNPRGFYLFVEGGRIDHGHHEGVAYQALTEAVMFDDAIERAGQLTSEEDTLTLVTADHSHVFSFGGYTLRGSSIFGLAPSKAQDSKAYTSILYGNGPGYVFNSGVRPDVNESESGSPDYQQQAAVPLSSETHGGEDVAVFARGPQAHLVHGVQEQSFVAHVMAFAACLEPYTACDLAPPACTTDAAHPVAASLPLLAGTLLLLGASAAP
hIAP act: human IAP activators, primary screen, biochemical, luminescence, uHTS; purified human IAP, CDP-Star luminescence, 30 min; stronger effect = higher value; 1 = vehicle-only enzyme, 0 = enzyme-free background; 0.16% of 330,000 active; Intestinal-type alkaline phosphatase (Homo sapiens), P09923; activation factor at 10 µM;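 active = activation factor of the enzyme at least 2-fold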; note: the source names both 10 and 20 µM as test concentration; values of inactives mirror those of a sister screen read the other way
The depositor's hits bear a star.

Compound,NALP3 yeast inh,mIAP activ,mIAP block,SENP1 FRET inh,A3G deaminase,beta cell repl,APOBEC3A inh,hIAP inh,hIAP act
COc1ccc(/C=N/Nc2cc(N(C)C)nc(N(C)C)n2)cc1,28,0.93,7,0,-7,-3,-2,7,0.93
O=C(NCCSc1ccccc1)c1cncc(Br)c1,24,1,-4,2,-3,-1,-1,-9,1.1
Cc1ccc(C(=O)Cn2c(=N)n(CCN3CCOCC3)c3ccccc32)cc1,10,0.97,3,-1,-6,1,-6,-2,1
COc1ccc(OC)c(NC(=O)C2CCCN2S(=O)(=O)c2cccc3nsnc23)c1 (stereo not given),-4,0.93,7,3,-6,2,-4,-18,1.2
Cc1nc(Cl)c(C#N)cc1-c1ccccc1,-19,0.97,3,0,-4,-2,1,14,0.86
Cc1cccc(NC(=S)N2CCC(c3nc4ccccc4s3)CC2)c1,0,1.2,-15,4,-8,-2,-7,3,0.97
Cc1ccc(CNc2cccnc2)cc1,16,1,-4,-4,-2,-2,1,-25,1.2
O=c1ccnc2n1COCS2,12,1.1,-14,2,-5,-1,0,8,0.92
O=C(CN(C(=O)CNC(=O)c1cccs1)c1ccccc1)NC1CCCCC1,13,0.99,1,1,-4,0,0,-2,1
Cc1cccc(CNc2ncnc3ccc(-c4ccc5c(c4)OCO5)cc23)c1,-8,1.1,-6,3,-3,-6,-4,0,1
Cc1ccccc1NC(=O)C(C)SCc1ccccc1 (stereo not given),14,0.94,6,-1,0,-1,-4,5,0.95
O=C(NC1CCCCC1)C1CC=CCC1C(=O)OCC(Cl)=C(Cl)Cl (stereo not given),9,0.98,2,2,0,-1,5,11,0.89
COc1cc(C(C)=O)ccc1OC(=O)c1cc2cccc(OC)c2oc1=O,-8,1,0,0,-1,0,5,-2,1
COc1cc(C(=O)Nc2cccc3cccnc23)cc(OC)c1OC,31,0.97,3,0,-6,2,-4,1,0.99
COc1ccccc1NC1=C(Cl)C(=O)N(c2ccccc2)C1=O,3,1,-1,3,13,0,1,2,0.98
CCOc1ccc(C(C)(C)C)cc1S(=O)(=O)N1CCOCC1,5,0.96,4,1,-8,-1,-2,-20,1.2
CCCC(=O)Nc1nn(C)c2nc3c(C)cccc3cc12,19,1.3,-25,-18,-2,-1,1,4,0.96
CCC(C)/C(C)=N/NC(=O)C1COc2ccccc2O1 (stereo not given),8,0.95,5,2,-2,2,4,-10,1.1
FC(F)(F)c1cc(-c2ccccc2)nc(N2CCCCC2)n1,12,0.89,11,0,-9,-4,-1,5,0.95
COc1cccc(-c2nc(=S)c3c(o2)CCCC3)c1,14,0.86,14,1,-7,0,-3,18,0.82
Fc1ccc(CSc2nnc(-c3cc4c(s3)-c3ccccc3CC4)o2)cc1,24,1.1,-8,-36,-2,-3,1,3,0.97
CCOC(=O)N1CCN(S(=O)(=O)c2ccc(C(=O)Nc3nnc(CSC)o3)cc2)CC1,-11,0.95,5,2,-3,-1,1,-14,1.1
Cn1c(/C(C#N)=C/c2ccncc2)nc2ccccc21,-14,0.94,6,-22,-3,-1,0,-13,1.1
Cc1ccsc1/C=N/NC(=O)Cc1ccc(Cl)cc1,12,1,-2,9,-1,3,2,6,0.94
Cc1ccc(/C=N/NC(=O)c2c(-c3ccccc3)noc2C)o1,26,0.92,8,0,-7,-2,0,2,0.98
Cc1nnc(SCc2nc3sc4c(c3c(=O)[nH]2)CCCC4)[nH]c1=O,-9,0.92,8,-34,-9,-2,3,-10,1.1
CC(=O)c1c(C(C)=O)c(C)n(NC(=O)c2cccnc2)c1C,17,1,-1,5,-5,-2,-2,-3,1
Cc1ccc(S(=O)(=O)N(C)c2ccc(OCC(=O)O)cc2)cc1,0,0.93,7,-4,2,-5,2,0,1
Cc1nc(-c2ccccc2)sc1-c1nc(-c2cccnc2)ncc1S(=O)(=O)c1ccccc1,23,0.95,4,0,-11,-4,-4,-15,1.1
COc1ccc(NC(=O)NC2(C(=O)N3CCN4CCCC4C3)CCCCC2)cc1 (stereo not given),7,1,-4,2,-9,-1,-2,-9,1.1
Cc1ccc(NC(=O)CN2C(=O)CCS(=O)(=O)c3ccccc32)cc1Cl,7,0.97,3,2,-4,0,-4,-21,1.2
Cc1noc(C)c1S(=O)(=O)N1CCCC(C(=O)NC2CCCCC2)C1 (stereo not given),-2,1,0,0,-2,-1,0,5,0.95
CN(C)C(=O)c1ccc(NC(=O)COC(=O)CC23CC4CC(CC(Br)(C4)C2)C3)cc1,24,1.1,-10,2,0,0,-1,0,0.99
COc1cccc(COC(=O)C2CCN(C(=O)c3ccc(F)cc3)CC2)c1OC,25,1.1,-6,0,-10,-2,0,4,0.96
CC1(c2nnc(-c3ccccc3)o2)CC(c2ccc(F)cc2)=NO1 (stereo not given),45,0.86,14,-9,-1,0,1,11,0.89
CCCc1nnc(NC(=O)CCC(=O)N2CCN(c3ccccc3)CC2)s1,3,1.1,-6,1,2,-1,2,17,0.83
COCCNC(=O)Cn1cnc2ccc(S(=O)(=O)N3CCC(C)CC3)cc2c1=O,-10,0.98,2,2,-6,-2,0,-4,1
O=C(Nc1cccc(C(=O)Nc2cccc(C(F)(F)F)c2)c1)c1ccc(=O)[nH]c1,20,0.91,9,3,-8,1,-3,8,0.93
CCOC(CNC(=O)CN1C(=O)COc2ccc(S(=O)(=O)N3CC(C)CC(C)C3)cc21)OCC (stereo not given),7,0.94,6,-2,-6,1,-4,-3,1
Cc1c(C(=O)NC(=S)Nc2ccc3c4c(cccc24)CC3)cccc1[N+](=O)[O-],13,0.99,1,-4,-2,-3,-3,9,0.91
C=CCC(NCc1ccccc1)c1ccc(C)o1 (stereo not given),2,0.99,1,0,-10,1,-9,-16,1.2
O=C(N/N=C/c1ccc(O)c([N+](=O)[O-])c1)C(O)(c1ccccc1)c1ccccc1,7,1,-4,0,4,-3,-2,-16,1.2
O=C1CCC(=O)N1c1ccc(CSc2nnnn2C2CCCCC2)cc1,-5,0.98,2,1,-4,-3,-3,-6,1.1
C[C@H](NC(=O)c1ccc(Cl)c(S(=O)(=O)N2CCOCC2)c1)c1nc2ccccc2[nH]1,7,0.93,7,-3,0,-3,0,-21,1.2
O=C(NCc1ccco1)C1OCCc2ccccc21 (stereo not given),25,1.1,-5,-4,3,1,5,9,0.91
CCOC(=O)C1=C(COC(=O)COc2cccc(C)c2C)NC(=O)NC1C (stereo not given),9,1.1,-6,2,-2,-2,0,-3,1
CCOc1ccc(NC(=O)CCc2nnc3ccc(N4CCC5(CC4)OCCO5)nn23)cc1,10,0.97,3,1,-3,1,-3,-7,1.1
CCc1ccc(CN(C)C(=O)CCc2nnc(COc3ccccc3)o2)cc1,15,0.99,0,4,-5,1,-3,14,0.86
Cc1cccc(CSCc2ccc(C(=O)O)o2)c1,10,1.1,-7,0,-6,-4,-2,-14,1.1
Cc1ccc(C)n1-n1c(C)nc2scc(-c3cccs3)c2c1=O,-7,1,-1,1,-6,0,-4,-8,1.1
CCCN(CCC)CC(O)CN1C(=O)N(CN2C(=O)N(CC(O)CN(CCC)CCC)C(=O)C2(C)C)C(C)(C)C1=O (stereo not given),-15,1.1,-9,3,-3,-3,-1,-9,1.1
Cc1cccc(NC(=O)N2CCC(NC(=O)C3CCCCC3)CC2)c1,21,1,-4,1,-10,1,-4,9,0.91
Cc1ccc(NC(=O)c2ccc(Nc3ccccc3F)nc2)cc1,-14,1,-2,2,-3,-2,2,-7,1.1
Cc1ccc2cc3cc(C(=O)N4CC(C)CC(C)C4)oc3nc2c1 (stereo not given),-7,0.96,4,-5,-2,0,-2,16,0.84
CCCCc1ccc(NS(=O)(=O)c2cccc(C(=O)N3CCCN(C)CC3)c2)cc1,12,1.1,-9,3,1,-7,3,-9,1.1
Cn1c(N)c(C(=O)CSc2nc3ccccc3[nH]2)c(=O)n(C)c1=O,2,1,0,0,1,-1,7,-16,1.2
CN(C)S(=O)(=O)c1cccc(NC(=S)Nc2cc(Cl)cc(Cl)c2)c1,15,0.96,4,-2,-1,-6,0,6,0.94
CC(=O)Nc1ccc(NC(=O)C(C)OC(=O)C2(c3ccc(Cl)cc3)CCCC2)cc1 (stereo not given),9,1.3,-27,-1,-7,-3,12,-3,1

Screens: PubChem BioAssay, Sanford-Burnham Center for Chemical Genomics

This is a subset; count on the stated rates, not on these rows.
